From PubChem
Sm TGR block: S. mansoni TGR enzyme inhibition. Potency, µM (series often up to 114 µM), for inactives: at the top dose activity change, negative = inhibition, usual class: inhibitors. 360,000 tested, 3% active. Q962Y6. AID 485364. purified TGR, DTNB reduction, TNB absorbance 405 nm; also: potency is read from the fitted curve at half-maximal effect; nearly all actives have a fitted effect of over 60% in size
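Kinetic colorimetric format: TGR-catalysed, NADPH-driven DTNB reduction monitored via TNB absorbance. Enzyme dispensed at 20 nM; compound exposure 15 min at room temperature before reaction start.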
AmpC detergent: blocks E. coli AmpC beta-lactamase in detergent assay. P00811. AmpC hydrolysis of nitrocefin, absorbance 480 nm, 0.01% Triton. Potency, µM (titrated, usually from 114 µM), without a hit: at the top dose activity change, negative = inhibition, actives largely listed as inhibitors. 370,000 tested, 0.041% active. AID 485294;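 also: potency is read from the fitted curve at half-maximal effect; 0% = no-compound wells and -100% = no-enzyme wells; nearly all actives have a fitted effect of over 25% in size; some results filed as inactive show a strong effect at the top dose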
Target sequence (P00811 whole entry, looked up): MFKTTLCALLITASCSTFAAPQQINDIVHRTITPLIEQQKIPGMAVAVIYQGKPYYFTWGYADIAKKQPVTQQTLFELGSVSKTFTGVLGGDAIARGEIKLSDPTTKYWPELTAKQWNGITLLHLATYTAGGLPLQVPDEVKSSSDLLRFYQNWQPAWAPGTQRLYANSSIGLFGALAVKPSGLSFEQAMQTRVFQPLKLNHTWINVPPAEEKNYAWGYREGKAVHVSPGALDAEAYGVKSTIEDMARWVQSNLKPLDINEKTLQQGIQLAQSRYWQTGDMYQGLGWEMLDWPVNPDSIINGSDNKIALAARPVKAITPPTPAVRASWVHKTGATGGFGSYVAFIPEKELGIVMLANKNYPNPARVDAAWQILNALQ
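20 mM phosphate pH 7.0 + 0.01% (detergent screen) or 0.0001% Triton X-100; 5.3 nM AmpC reagent; cpd preinc 15 min RT; nitrocefin (800 uM stock) to start; A480 q20 s × 4 min; Activity was normalised to no-enzyme and no-compound control wells.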
AMA1 RON2 block: disrupts binding of P. falciparum AMA1 to RON2 | AlphaScreen AMA1-biotinylated RON2 peptide binding | Potency, µM (titrated, usually from 58.2 µM), for the others: at the highest dose activity change, negative = inhibition, usual class: inhibitors | 360,000 tested, 0.2% active | AID 720542;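 also: potency is read from the fitted curve at half-maximal effect; 0% = vehicle wells and -100% = peptide control; nearly all actives have a fitted effect of over 45% in size; some results filed as inactive show a strong effect at the top dose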
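AMA1 (3D7) with his tag at 25 nM final met compounds first, then biotinylated RON2 peptide at 25 nM; detection used donor plus acceptor beads, 10 µg/mL apiece, read by AlphaScreen after 30 min at room temperature.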
AmpC no deterg: AmpC beta-lactamase inhibition without detergent. 330,000 tested, 0.52% active. Potency, µM (highest dose often 57.1 µM), inactives show at the top dose activity change, negative = inhibition, actives largely listed as inhibitors. AmpC nitrocefin hydrolysis, absorbance 480 nm, 0.0001% Triton. P00811;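 also: potency is read from the fitted curve at half-maximal effect; plate controls were no compound for no effect and no enzyme for full effect; nearly all actives have a fitted effect of over 20% in size; some results filed as inactive show a strong effect at the top dose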
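AmpC (5.3 nM in the dispensed reagent) in 20 mM phosphate pH 7.0 with 0.01% (detergent screen) or 0.0001% Triton X-100 was preincubated with compounds for 15 min at room temperature. Nitrocefin was then added from an 800 uM solution, and hydrolysis was followed at 480 nm.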
HCMV inh: human cytomegalovirus inhibition | HFF cells, HCMV-luciferase reporter, 72 h; stronger effect = lower value | activity change, negative = inhibition, % at 57.5 µM | 410,000 tested, 4.5% active | AID 1259415; in the data active = activity change below about -60%; inconclusive = no clear call, values can overlap the other calls; inactive = above about -39%
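Steps: HFFs plated, 16 h 37C; compounds added; HCMV-luciferase added to MOI 1 PFU/cell; 72 h 37C; OneGlo reagent, 5 min room temperature; luminescence read, normalized to controls.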
LmPK inh: blocks Leishmania mexicana pyruvate kinase activity | Q27686 | purified LmPK, Kinase-Glo ATP luminescence, 1 h | Potency, µM (series often up to 57.5 µM), without a hit: at the top dose activity change, negative = inhibition, usual class: inhibitors | 290,000 tested, 0.37% active; also: potency is read from the fitted curve at half-maximal effect
Target sequence (Q27686 whole entry, looked up): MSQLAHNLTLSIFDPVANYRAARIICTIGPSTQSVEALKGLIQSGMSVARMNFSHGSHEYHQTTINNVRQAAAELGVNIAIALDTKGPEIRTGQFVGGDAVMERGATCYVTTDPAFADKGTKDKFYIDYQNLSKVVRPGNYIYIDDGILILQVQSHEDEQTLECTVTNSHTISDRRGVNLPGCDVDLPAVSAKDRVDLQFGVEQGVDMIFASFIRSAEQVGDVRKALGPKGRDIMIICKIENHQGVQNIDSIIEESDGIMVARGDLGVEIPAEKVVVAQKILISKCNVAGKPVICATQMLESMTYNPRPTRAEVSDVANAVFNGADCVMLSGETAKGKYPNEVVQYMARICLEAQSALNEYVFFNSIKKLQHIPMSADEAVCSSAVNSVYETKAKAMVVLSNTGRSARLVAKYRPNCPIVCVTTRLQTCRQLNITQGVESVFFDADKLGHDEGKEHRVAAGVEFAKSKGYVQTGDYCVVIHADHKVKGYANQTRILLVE
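Purified LmPK (0.1 nM) converted ADP (0.1 mM) to ATP with PEP (0.5 mM) in imidazole buffer pH 7.2 with KCl and MgCl2, 1 h at room temperature. ATP was read by Kinase-Glo luminescence; data normalized to uninhibited and no-enzyme controls.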
Tb PYK inh: blocks Trypanosoma brucei pyruvate kinase; TbPYK enzyme, Kinase-Glo Plus ATP luminescence, 45 min; Potency, µM (highest dose often 76.8 µM), for the others: top-dose activity, negative = inhibition, usual class: inhibitors; 410,000 tested, 0.12% active; also: potency is read from the fitted curve at half-maximal effect; nearly all actives have a fitted effect of over 50% in size
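T. brucei PYK with substrate was exposed to pin-transferred compounds across a concentration series, then started with 130 uM ADP (final). After 45 min at room temperature, Kinase-Glo Plus luminescence was read, normalized and curve-fitted.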
Starred values were filed as active, the others as inactive; ? = inconclusive; / = no result given; & = joins results of further samples; [ ] = another dose, or the depositor's remark. Unless noted, calls follow the shape of the dose curve; as a rule, active = well fitted curve in the direction sought with a large enough effect; inconclusive = small, poorly fitted or top-dose-only effect, or another doubt; inactive = no such curve, though single readings can be large; an effect the other way counts as inactive or inconclusive. Unless noted, % is scaled to controls: 0 for no effect and ±100 for the full control effect.

Under each structure – Sm TGR block	AmpC detergent	AMA1 RON2 block	AmpC no deterg	HCMV inh	LmPK inh	Tb PYK inh
> COc1ccc(NC(=O)c2oc3ccccc3c2NC(=O)Cc2ccc(F)cc2)c(OC)c1
 : 7%	7%	/	/	-10	/	0%
> Cc1cccc(CS(=O)(=O)c2ncc(Cl)c(C(=O)NCc3ccc4c(c3)OCO4)n2)c1
 : 6.3µM*	?	-7%	-20%	-78*	-3%	-11%
> O=C(NCc1cccnc1)c1nn(-c2ccc(Cl)cc2)nc1CO
 : 1%	25%	/	/	46	/	0%
> Cc1ncc(CCl)c2c1OC(C)(C)OC2
 : 0%	-6%	-18%	-6%	65	3%	-7%
> CCN(C(=O)CSc1ccc2ccccc2n1)C1CCCCC1
 : /	/	15%	-6%	16	/	-9%
> O=C(NNC(=S)Nc1ccccc1Cl)c1ccncc1
 : 13%	4%	79%[activator]	-15%	52	-19%	-15%
> Cc1nn(-c2ccccc2)c(C)c1/C=C/C(=O)OCC(=O)N(C)C1CCS(=O)(=O)C1 (stereo not given)
 : /	-1%	0%	25%	-30	1%	0%
> Cc1cccc(NC(=O)c2ccc3c(=O)n(CC4CCCO4)c(=S)[nH]c3c2)c1 (stereo not given)
 : -11%	5%	58%[activator]	-40%	-35	-2%	0%
> COc1ccc(OCc2cc(C(=O)N3CCCC(CO)C3)no2)c2ccccc12 (stereo not given)
 : ?	?	-2%	77%[activator]	206	-7%	1%
> COc1ccccc1C(=O)NC(C(=O)NCCc1nc2ccccc2[nH]1)=C(C)C
 : -1%	?	65%[activator]	11%	-19	-7%	-3%
> O=C(Cc1cccs1)Nc1ccc([N+](=O)[O-])cc1
 : -15%	-2%	-1%	-23%	-30	0%	-3%
> COc1ccc(-c2nc(CSCC(=O)N3CCC(C(N)=O)CC3)c(C)o2)cc1OC
 : -30%	-4%	-2%	2%	12	-2%	1%
> c1ccc(-c2csc(NC3CCCCC3)n2)cc1
 : -20%	-2%	-25%	-39%	-15	0%	-4%
> C=CCOc1ccc(/C=C2\SC(=S)N(NS(=O)(=O)c3ccc(C)cc3)C2=O)cc1
 : -11%	-4%	-7%	-35%	1	2%	3%
> CCCC(c1nnnn1CS(=O)(=O)c1ccc(C)cc1)N1CCN(c2ccc(F)cc2)CC1 (stereo not given)
 : -13%	?	2%	-33%	-7	0%	0%

Continued.
Under each structure – Sm TGR block	AmpC detergent	AMA1 RON2 block	AmpC no deterg	HCMV inh	LmPK inh	Tb PYK inh
> CC(C)Oc1ccc(N2C(=O)c3ccccc3C2=O)cc1
 : 5%	5%	-3%	-10%	-19	-3%	8%
> Cc1ccc(S(=O)(=O)N2CCC(C(=O)NCC3CC3)CC2)cc1
 : -2%	?	3%	-2%	-1	2%	0%
> Cc1ccc(C)c(SCc2noc(C(=O)NC(C)C)c2C(=O)O)c1
 : 0%	0%	6%	-24%	-32	1%	0%
> N#Cc1c(-c2ccccc2)[nH]c(=S)[nH]c1=O
 : 8%	0%	69%[activator]	-10%	-11	-7%	/
> COc1ccc(OC)c(/C=N/Nc2nc(C)cc(=O)[nH]2)c1
 : -4%	-3%	-1%	-9%	19	6%	-4%
> CCOC(=O)C(=Nc1ccc(Cl)cc1)NO
 : -16%	-2%	17%[11.6 µM]	-26%	-32	-1%	3%
> COc1cccc(NC(=O)N2CCCC2C(=O)NCc2ccc(Cl)cc2)c1 (stereo not given)
 : -3%	7%	0%	-9%	-6	4%	-7%
> O=S(=O)(N/N=C1/CCCc2ccccc21)c1ccc(Br)cc1
 : -8%	?	6%	-16%	-17	-1%	1%
> O=C(O)c1cnn2c(-c3ccccc3)ccnc12
 : 6%	-12%	-17%	-8%	-3	-14%	1%
> CCOC(=O)c1c(NC(=O)/C=C/C(=O)O)sc(C)c1-c1ccc(F)cc1
 : 0%	-1%	-4%	6%	-11	0%	1%
> N#CC1CCN(c2ncccc2[N+](=O)[O-])CC1
 : 10%	-7%	-9%	-18%	2	-5%	3%
> COc1ccc(S(=O)(=O)NCCS(=O)(=O)N2CCN(c3ccccc3F)CC2)cc1
 : -11%	-5%	/	/	-13	/	3%
> O=C1C2C3c4ccccc4C(c4ccccc43)C2C(=O)N1/N=C/c1cccc(O)c1 (stereo not given)
 : -12%	1%	31%[activator]	-26%	-14	1%	11%
> O=C(COC(=O)c1ccccn1)Nc1nc(-c2cccc([N+](=O)[O-])c2)cs1
 : -3%	6%	33%[activator]	-49%	16	-3%	0%
> CCCNc1cc(=S)nc(N)[nH]1
 : 12%	-4%	90%[activator]	-40%	-29	9%	-28%

Another view of part of the listing above:
O=C1C2C3c4ccccc4C(c4ccccc43)C2C(=O)N1/N=C/c1cccc(O)c1 (stereo not given)
  Sm TGR block: -12%; AmpC detergent: 1%; AMA1 RON2 block: 31%[activator]; AmpC no deterg: -26%; HCMV inh: -14; LmPK inh: 1%; Tb PYK inh: 11%
O=C(COC(=O)c1ccccn1)Nc1nc(-c2cccc([N+](=O)[O-])c2)cs1
  Sm TGR block: -3%; AmpC detergent: 6%; AMA1 RON2 block: 33%[activator]; AmpC no deterg: -49%; HCMV inh: 16; LmPK inh: -3%; Tb PYK inh: 0%

The listing continues.
Structure | Sm TGR block | AmpC detergent | AMA1 RON2 block | AmpC no deterg | HCMV inh | LmPK inh | Tb PYK inh
COC(=O)c1c(NC(=O)Cn2cc([N+](=O)[O-])cn2)sc2c1CCC2 | -26% | -3% | 2% | -27% | -38 | 5% | -3%
Cn1nc(NC(=O)C(F)(F)F)c2nccnc21 | / | / | 13% | / | 4 | / | -5%
CCOc1ccc(S(=O)(=O)Nc2cccc(C)c2)c2cccnc12 | -16%&2% | -1%&1% | 3% | -15% | 21&-28 | 1% | 8%&3%
O=C(NCc1ccco1)c1cc2c(s1)CCCCC2 | ? | 4% | 2% | -36% | 68 | -6% | -7%
COCCCNC(=O)Cn1c(=O)nc(-c2ccccc2)c2ccccc21 | 5% | 14% | / | / | 4 | / | 3%
O=C(CSc1nnc(-c2ccco2)n1Cc1ccco1)Nc1ccccc1 | -11% | -14% | -6% | -6% | -33 | -3% | -1%
COc1cc(C2NC(=O)NC(C)=C2C(=O)OCC2CCCCC2)ccc1O (stereo not given) | -5% | -14% | -1% | -4% | -12 | -2% | -4%
O=C(CSc1nncs1)Nc1ccc(S(=O)(=O)N2CCCC2)cc1 | 5% | 0% | -2% | -18% | -24 | 2% | -21%
CCOC(=O)Cc1nnc(NC(=O)COc2ccc(OC)cc2)s1 | 1% | 2% | 5% | -12% | 36 | 1% | 4%
O=C(NC(NCc1cccnc1)C(Cl)(Cl)Cl)c1cccc2ccccc12 (stereo not given) | 0% | ? | -4%[11.6 µM] | -15% | ? | -5% | 0%
Cc1nc2ccccc2n1CCC(=O)Nc1cccc(F)c1 | 6% | -2% | 13% | -8% | -30 | 4% | 4%
Cc1occc1-c1nnc(SCC(=O)NC2CC2)n1C(C)C | 4% | 6% | 10% | -6% | -23 | 1% | -7%

The results go on:
Structure | Sm TGR block | AmpC detergent | AMA1 RON2 block | AmpC no deterg | HCMV inh | LmPK inh | Tb PYK inh
Cc1cccc(C(=O)Nc2ccc3c(c2)C(=O)N(CC(C)C)C3=O)c1 | / | ? | -4% | -6% | 8 | -2% | -5%
C#CCOCCOCCOCCNc1nc(N2CCN(C(=O)CCCCCCCCCCNC(=O)Cn3cc(CCCCCN)nn3)CC2)nc(N2CCN(C(=O)CCCCCCCCCCNC(=O)[C@H](CO)n3cc(CCCSC)nn3)CC2)n1 | -14% | 4% | -21% | 288%[activator] | / | / | 2%
O=C1Nc2ccc(S(=O)(=O)N3CCCC3)c3cccc1c23 | 0% | -8% | -1% | -36% | 91 | 6% | -8%
Cc1c2c(nc3nnnn13)CCCC2 | -4% | ? | 7% | -18%[2.29 µM] | 20 | 0% | 1%
Cc1ccccc1C(c1c(C)n(C)n(-c2ccccc2)c1=O)c1c(C)n(C)n(-c2ccccc2)c1=O | 7% | 11% | / | / | 18 | / | 1%
CN1CCN(C(=O)COc2ccc(C(C)(C)C)cc2Br)CC1 | -8% | -4% | 30%[activator] | 82% | 18 | 3% | -2%
Cc1cc(C(=O)NNC(=O)c2cccc(C(F)(F)F)c2)no1 | 4% | 1% | 54%[activator] | -17% | -7 | 4% | 1%
COCCNC(=S)NN=C1CCCCC1 | -20% | -10% | 23% | -15% | -5 | 2% | -15%
C/C(=N\OCc1ccccc1)c1c(O)cc(C(C)C)n(-c2ccccc2)c1=O | -8% | -7% | -7% | 1% | -22 | 0% | 3%
CC1(c2nnnn2Cc2ccccc2)CCC(=O)N1c1ccc(N2CCOCC2)cc1 (stereo not given) | / | / | 16% | / | -12 | / | 0%
O=C(CN1C(=O)NC2(CCCCC2)C1=O)Nc1ccc(Cl)c(S(=O)(=O)N2CCOCC2)c1 | 3% | 7% | 4% | -20% | -12 | / | 3%
CCSc1nnc(NC(=O)CSc2nnc(-c3c[nH]c4ccccc34)n2C)s1 | 8% | ? | 10% | -7% | 20 | 37% | 2%

Following part.
Structure | Sm TGR block | AmpC detergent | AMA1 RON2 block | AmpC no deterg | HCMV inh | LmPK inh | Tb PYK inh
CSCCC(NC(=O)c1cc(S(=O)(=O)N2CCOCC2)ccc1F)c1nc2ccccc2[nH]1 (stereo not given) | -9% | -7% | -2% | 150%[activator] | -16 | / | -3%
O=C(Nc1nccs1)c1cccc(NC(=O)c2ccco2)c1 | -7% | 2% | 1% | -15% | -5 | 3% | 0%
C=C(C)CSCc1nc2ccccc2[nH]1 | 2% | -10% | -2% | -7% | 72 | -8% | -11%
COc1ccccc1-n1cnnc1SCC(=O)Nc1cc(C(C)(C)C)nn1-c1ccccc1 | -4% | -7% | 0% | 96%[activator] | ? | 6% | -14%

Entries of single compounds, looked up by structure. Screens in order: Sm TGR block, AmpC detergent, AMA1 RON2 block, AmpC no deterg, HCMV inh, LmPK inh, Tb PYK inh
CSCCC(NC(=O)c1cc(S(=O)(=O)N2CCOCC2)ccc1F)c1nc2ccccc2[nH]1 (stereo not given) as listed: -9%, -7%, -2%, 150%[activator], -16, /, -3%
C=C(C)CSCc1nc2ccccc2[nH]1 as listed: 2%, -10%, -2%, -7%, 72, -8%, -11%

Rows are unselected; 7.4% or so of the library scored in one or more.
